TrxR1 substrate = rat thioredoxin reductase 1 substrate activity; 390,000 tested, 0.01% active; AID 588456; Potency, µM (top dose mostly 114 µM), inactives show at the top dose activity change, negative = substrate turnover; purified TrxR1 substrate turnover, NADPH consumption readout; O89049; note: potency is the fitted concentration of half-maximal effect; % is set by controls: 0 for no effect and ±100 for the full control effect; nearly all actives have a fitted effect of over 50% in size
Target sequence (O89049 whole entry, looked up): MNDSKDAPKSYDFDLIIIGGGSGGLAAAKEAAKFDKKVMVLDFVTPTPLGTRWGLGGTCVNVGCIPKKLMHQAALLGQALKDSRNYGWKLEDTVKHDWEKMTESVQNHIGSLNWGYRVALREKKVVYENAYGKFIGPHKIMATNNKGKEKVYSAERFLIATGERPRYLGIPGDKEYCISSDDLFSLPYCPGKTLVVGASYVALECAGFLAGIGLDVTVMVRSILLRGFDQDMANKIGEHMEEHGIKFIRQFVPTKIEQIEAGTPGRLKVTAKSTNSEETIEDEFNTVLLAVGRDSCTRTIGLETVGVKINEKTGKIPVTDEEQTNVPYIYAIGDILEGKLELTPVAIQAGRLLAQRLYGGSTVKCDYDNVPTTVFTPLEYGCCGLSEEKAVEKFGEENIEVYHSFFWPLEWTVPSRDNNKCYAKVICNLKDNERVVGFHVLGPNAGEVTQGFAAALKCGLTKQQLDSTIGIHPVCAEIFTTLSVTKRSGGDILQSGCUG
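Rat TrxR1, dispensed at 90 nM, was prereduced with 400 uM NADPH (final) for 5 min at ~22 deg C, then incubated with compound 15 min before 400 uM selenite. A first-read NADPH fluorescence drop versus no-compound background flagged substrates.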
D2 antagonist = antagonizes the human D2 dopamine receptor; inhibition, % at 10 µM; HEK293 TREx D2 cells, calcium flux, dopamine EC80; P14416; 340,000 tested, 2% active; in the data active = inhibition above about 30%; note: 0% is about no effect
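Dopamine at EC80 is the agonist stimulus; test compounds precede it by 180 s. Calcium flux read kinetically in a force-coupled, inducible HEK293 T-REx D2 cell line.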
TRHR ag = agonists of human TRH receptor; TRHR cells, calcium flux fluo-8, FDSS agonist mode; activation, % at 2 µM; P34981; AID 493084; 360,000 tested, 0.18% active; in the data active = activation above about 30%; note: 0% is about no effect
Target sequence (P34981 whole entry, looked up): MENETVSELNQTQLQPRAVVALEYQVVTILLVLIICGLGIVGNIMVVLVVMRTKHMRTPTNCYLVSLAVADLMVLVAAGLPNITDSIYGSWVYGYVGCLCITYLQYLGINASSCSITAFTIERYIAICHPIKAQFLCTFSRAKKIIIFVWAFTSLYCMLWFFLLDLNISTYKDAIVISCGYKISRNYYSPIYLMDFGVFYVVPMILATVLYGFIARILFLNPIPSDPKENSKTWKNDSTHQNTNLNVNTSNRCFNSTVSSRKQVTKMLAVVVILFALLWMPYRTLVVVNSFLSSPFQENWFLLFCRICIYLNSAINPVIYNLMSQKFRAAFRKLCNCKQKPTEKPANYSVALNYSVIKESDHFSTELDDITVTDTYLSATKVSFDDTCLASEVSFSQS
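Fluo-8-loaded TRHR cells; 10 s baseline, compound added, kinetic Ca2+ fluorescence read 1/s, agonist mode.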
TRHR enhancer = allosterically enhances the human TRH receptor. P34981. TRHR cells, fluo-8 calcium fluorescence, EC20 TRH enhancement. enhancement, % at 2 µM. 360,000 tested, 0.66% active; in the data active = enhancement above about 30%; note: 0% is about no effect
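Enhancer read-out: after compound pinning and an initial kinetic agonist-mode read, an EC20 of TRH (10 nM final) was injected and fluo-8 calcium signal (Ex 480/Em 530) followed at 1 s/cycle for 100 cycles in TRHR-expressing cells.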
D2 ag = agonists of human D2 dopamine receptor; 340,000 tested, 0.53% active; activation, % at 2 µM; AID 485358; HEK293 T-REx D2 cells, calcium flux agonist mode;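 active = activation over 3 SD above normal in the single-dose calcium agonist read, cut at about 30% in these data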; note: 0% is about no effect
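Agonism is scored from calcium flux in a force-coupled, inducible HEK293 cell line expressing D2, read kinetically for 180 s after compound addition against dopamine controls.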
USP1 inh = USP1/UAF1 (human) deubiquitinase inhibition; O94782; recombinant USP1/UAF1, Ub-Rhodamine cleavage fluorescence; Potency, µM (top dose mostly 57.1 µM), for the others: top-dose activity change, negative = inhibition, hits mostly inhibitors; 390,000 tested, 0.23% active; note: potency is the fitted concentration of half-maximal effect; % is set by controls: 0 for no effect and ±100 for the full control effect; nearly all actives have a fitted effect of over 60% in size; inactives centre near -12
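1 nM enzyme complex + cpd, 15 min RT; start with Ub-Rho 150nM final; kinetic fluorescence ex 480/em 540, 6 reads q60 s. Buffer 50mM HEPES pH 7.8, 0.5mM EDTA, 0.1 mg/ml BSA, 1mM TCEP, 0.01% Tween-20.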
IDH1 R132H inh = human IDH1 R132H inhibition; Potency, µM (top dose mostly 76.6 µM), for inactives: at the top dose activity change, negative = inhibition, actives largely listed as inhibitors; O75874; IDH1-R132H enzyme, NADPH consumption, diaphorase/resazurin fluorescence; 390,000 tested, 0.093% active; AID 602179; note: potency is the fitted concentration of half-maximal effect; % is set by controls: 0 for no effect and ±100 for the full control effect; nearly all actives have a fitted effect of over 65% in size
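IDH1-R132H (0.5 ug/mL dispensed) in pH 7.5 Tris buffer was preincubated 30 min with compound, then given a substrate mix of 0.016 mM NADPH and 2 mM alpha-KG for 80 min at room temperature; remaining NADPH was read by diaphorase/resazurin fluorescence.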
TrxR1 inh = rat TrxR1 inhibition; recombinant rTrxR1, NADPH fluorescence consumption, selenite substrate; 390,000 tested, 1% active; O89049; Potency, µM (doses to about 114 µM), inactives show top-dose activity change, negative = inhibition, hits mostly inhibitors; note: potency is the fitted concentration of half-maximal effect; % is set by controls: 0 for no effect and ±100 for the full control effect; nearly all actives have a fitted effect of over 65% in size
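Rat TrxR1 (90 nM in the dispensed reagent) was pre-reduced with 400 uM NADPH for 5 min at room temperature, then incubated with compound for 15 min. After 400 uM selenite was added, NADPH fluorescence (Ex 340/Em 450 nm) was followed for 8 min.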
Pin1 inh = inhibitors of human Pin1; 390,000 tested, 0.009% active; Pin1 FP peptide displacement, HiFluor488, 10 min; Potency, µM (series often up to 115 µM), for the others: top-dose activity, negative = inhibition, hits mostly inhibitors; AID 504891; active = well fitted inhibition curve with a large enough effect in the polarisation, with a control signal flat, not every such curve was filed as active; inconclusive = small, poorly fitted or top-dose-only effect, or effect the other way, or a change in a side signal; inactive = no such curve, though single readings can be large or run the other way; the % refers to the polarisation; note: potency is the fitted concentration of half-maximal effect; % is set by controls: 0 for no effect and ±100 for the full control effect
* hit, by the source's call; ? = inconclusive; . = not tested or not shown; [ ] = dose if it differs, or a comment. Unless noted, calls come from the whole dose curve; as a rule, active = well fitted inhibition curve with a large enough effect; inconclusive = small, poorly fitted or top-dose-only effect; inactive = no such curve, though single readings can be large or run the other way.

cpd	Structure	TrxR1 substrate	D2 antagonist	TRHR ag	TRHR enhancer	D2 ag
1	COC(=O)c1cc(S(=O)(=O)NCC2CCN(CCc3ccc(OC)cc3)CC2)c[nH]1	0.2%	2.8	0.2	-1.5	1.2
2	Cn1c(SCc2ccc(F)cc2)nnc1-c1cccs1	2.6%	-38.1	-0.4	4.5	-0.4
3	Cc1cc(C)nc(N/N=C/c2ccccc2Cl)n1	-3.3%	-10.4	1.1	-7.6	1.6
4	O=C(Nn1cc(C(=O)Nc2ccc(F)cc2F)c2ccccc2c1=O)c1cnccn1	4.4%[57.1 µM]	3.3	0.0	-2.6	0.0
5	CCNC(=O)CSc1nnc(-c2ccccc2Br)n1-c1cccc(C(F)(F)F)c1	2.8%	-4.8	-1.3	3.1	-0.6
6	CCCCc1c(O)cc(C)[nH]c1=O	7.1%	-7.8	0.4	2.0	1.7
7	Clc1cc(Br)ccc1OCCCn1ccnc1	2.7%[57.1 µM]	1.2	-0.1	-2.2	-0.6
8	CCC(CO)NC(=O)c1ccccc1C(F)(F)F (stereo not given)	2.7%[57.1 µM]	11.5	0.7	-4.8	0.0
9	O=C(NN=C1CCCCCC1)c1cccnc1	2.5%	-14.2	0.4	-0.1	-0.5
10	COc1cccc(C(=O)/C=C/Nc2ccc(NC(C)=O)cc2)c1	-15.5%	-9.8	0.3	-0.4	0.5
11	CN1CCN(S(=O)(=O)c2ccc(Cl)s2)CC1	2.2%	-0.7	0.9	9.6	0.4
12	COc1ccc(-n2nc(C(=O)Nc3ccc(Cl)cn3)c3c4ccccc4n(C)c3c2=O)cc1	0.2%	.	0.2	3.2	-0.1
13	CC1CCCN(S(=O)(=O)c2cc(C(=O)NCCc3ccc(S(N)(=O)=O)cc3)ccc2Cl)C1 (stereo not given)	-2.8%	.	.	.	.
14	CC(C)=CCN1CCN(CCCc2ccccc2)CC1CCO (stereo not given)	-0.1%	24.8	0.7	-4.2	1.9
15	CCCCNc1c(-c2ccc(OC)c(SC3CCCCC3)c2)nc2cc(C)ccn12	36.5%[activator][57.1 µM]	.	-0.6	-10.0	.

cpd	USP1 inh	IDH1 R132H inh	TrxR1 inh	Pin1 inh
1	-9.5%	-3.4%	27.1%	9.3%
2	3.4%	2.3%	9.8%	0.1%
3	-15.2%	18.9%	5.7%	1.4%
4	0.8%	0.7%	15.8%[57.1 µM]	14.2%
5	-23.4%	7.0%	14.9%	-2.0%
6	-8.8%	2.6%	4.5%	6.7%
7	-1.5%	16.5%	-4.7%[57.1 µM]	-0.5%
8	-17.5%	-10.1%	14.6%[57.1 µM]	-0.9%
9	-6.3%	-3.4%	7.4%	2.2%
10	-9.6%	4.5%	-11.9%	11.3%
11	-24.0%	-2.3%	12.9%	2.5%
12	-27.8%	.	22.8%	-2.7%
13	-16.4%	-4.1%	10.0%	4.3%
14	-7.4%	-9.4%	19.0%	-1.2%
15	-16.9%	-2.3%	83.1%	-0.8%

Additional structures follow:
cpd	Structure	TrxR1 substrate	D2 antagonist	TRHR ag	TRHR enhancer	D2 ag
16	COc1ccccc1C/C(N)=N/OC(=O)COc1ccc(C)cc1	-4.0%	12.4	-0.4	-4.7	1.0
17	O=C(c1nc2ccc(Cl)cn2c1CN1CCC(CO)CC1)N1CCc2ccccc2C1	-3.4%	-5.9	-0.9	21.0	0.0
18	Cc1[nH]n(-c2ccccc2)c(=O)c1S(=O)(=O)c1ccccc1	0.7%	0.9	-1.7	2.7	-1.1
19	CC(C)=C1C2CCC1C1C(=O)N(NC(=O)COc3ccc(Cl)c(C)c3)C(=O)C21 (stereo not given)	-9.6%	3.0	-0.1	-1.2	0.0
20	Cc1ccc(S(=O)(=O)NCCNC(=O)CN2CCCC2)cc1	0.0%	-3.9	0.2	1.5	0.6
21	CCNC(=O)COC(=O)c1ccc(NS(=O)(=O)c2ccc3c(c2)OCCO3)cc1	4.6%[57.1 µM]	-3.6	0.2	15.7	0.1
22	CC(C)(C)c1cc(C(=O)O)n(Cc2ccc(Cl)cc2Cl)n1	6.6%[57.1 µM]	10.7	-0.3	2.4	-1.9
23	Cc1cc(C)c2nc(N3CCC(C(=O)NCc4ccccn4)CC3)sc2c1	-6.4%	6.0	-1.4	4.6	-1.4
24	C=C1C(=O)OC2C1CCC(C)C1C=CC(=O)C12C (stereo not given)	-1.2%	.	.	.	.
25	CN(C)S(=O)(=O)c1ccc(N2CCCC2)c(C(=O)Nc2nc3c(ccc4ccccc43)s2)c1	18.3%	-26.6	0.4	4.1	0.9
26	NC(=O)C1=C[C@H](C2CCCCC2)C[C@H](OCc2ccc(CO)cc2)O1	-2.2%	-1.0	0.5	-3.4	0.1
27	O=C(O)c1ccc(OCCOc2ccccc2)cc1	-3.2%[57.1 µM]	.	-0.8	-5.4	.
28	COc1cc(OC)cc(C(=O)Nc2ccn(C)n2)c1	-7.9%	5.4	0.3	6.7	-0.6
29	CCOC(=O)C(=CNc1ccc(C(F)(F)F)cc1)C(=O)OCC	-1.0%[57.1 µM]	3.0	-0.4	-5.8	0.4
30	Cc1nnc(N/N=C/c2ccccc2C(F)(F)F)n1N	-6.0%	7.2	0.3	-11.6	0.5

cpd	USP1 inh	IDH1 R132H inh	TrxR1 inh	Pin1 inh
16	-2.8%	3.0%	13.8%	-3.9%
17	-19.5%	3.2%	-6.5%	-0.6%
18	-26.4%	4.1%	24.4%	-6.6%
19	-0.5%	0.3%	-1.8%	5.6%
20	-16.6%	1.1%	5.3%	-1.4%
21	-2.9%	0.6%	2.4%[57.1 µM]	-7.8%
22	-11.4%	0.5%	5.7%[57.1 µM]	0.3%
23	-13.2%	-2.7%	10.0%	-5.2%
24	-6.1%	-1.2%	?	-15.2%
25	0.3%	3.6%	21.7%	15.7%
26	-26.8%	-5.6%	8.6%	-6.4%
27	1.9%	-9.6%	8.3%[57.1 µM]	1.0%
28	-10.8%	9.5%	-5.6%	-3.7%
29	6.6%	-2.3%	-8.2%[57.1 µM]	6.5%
30	-16.2%	21.7%	21.9%	-0.5%

More results
cpd	Structure	TrxR1 substrate	D2 antagonist	TRHR ag	TRHR enhancer	D2 ag
31	O=C(Cc1ccccc1)Nc1nnc(-c2ccco2)o1	3.8%[57.1 µM]	-15.0	0.0	1.9	0.8
32	CC(C)(C)C(=O)Nc1cccc(-c2cn3cccnc3n2)c1	137.2%[activator][57.1 µM]	.	0.3	-0.7	0.7
33	CCOc1ccc(CNCc2c(C(=O)O)c(C)n(Cc3cccc(OC)c3)c2C)cc1OC	-11.6%	.	0.9	-0.1	1.2
34	CC1Cc2ccccc2N1C(=S)NC(=O)c1ccc(Cl)cc1Cl (stereo not given)	-4.4%	-9.5	-0.5	0.2	-0.4
35	CCCNC(=O)Cn1c(=O)n(CC(=O)N2CCCCC2)c(=O)c2sccc21	-1.3%	-10.5	-1.6	-0.1	1.1
36	COc1ccc(N(CC(=O)N/N=C/c2ccc(OC)cc2OC)S(=O)(=O)c2ccccc2)cc1	-3.5%	1.1	0.1	0.7	2.2
37	COCc1cc(C)nc(Nc2cc(C)ccc2C)c1C#N	-0.6%	-8.0	0.4	1.4	1.3
38	Clc1ccc(OCc2nc3ccccc3[nH]2)cc1	9.9%	-22.1	0.0	1.8	-0.5
39	COC(=O)CNC(=O)CNC(=O)c1nn(-c2ccc(OC)c(OC)c2)c(=O)c2ccccc12	-3.2%	24.3	-0.9	-11.7	-1.2
40	Brc1cnc2nc(SC/C=C/c3ccccc3)[nH]c2c1	3.6%[57.1 µM]	2.8	2.3	8.3	-0.7
41	C(=N\Nc1nc2ccccc2s1)/c1cccs1	-9.2%	37.5*	-0.1	-3.2	1.1
42	CCCCN1C(=O)Nc2ccccc2S1(=O)=O	-4.6%	1.3	-0.4	-5.5	-1.5
43	COc1ccc(N2CCN(c3ccc(N4C(=O)CC(C)C4=O)cc3[N+](=O)[O-])CC2)cc1 (stereo not given)	3.4%	7.9	0.5	-7.3	0.1

cpd	USP1 inh	IDH1 R132H inh	TrxR1 inh	Pin1 inh
31	2.5%	5.2%	25.2%[57.1 µM]	0.8%
32	10.9%	-10.6%	34.9%[57.1 µM]	7.9%
33	-23.3%	-15.1%	-28.2%	-14.1%
34	-19.8%	2.0%	-20.7%	-6.6%
35	-5.4%	-8.9%	10.5%	-1.2%
36	-10.0%	5.0%	18.0%	6.4%
37	?	4.2%	3.6%	2.4%
38	-18.8%	-1.2%	15.9%[57.1 µM]	1.7%
39	-6.7%	-3.9%	19.6%	-3.1%
40	-1.4%	-7.8%	30.3%[57.1 µM]	2.0%
41	-5.0%	12.1%	4.6%	1.1%
42	-13.9%	6.8%	-1.7%	-1.6%
43	-4.9%	20.5%	-4.4%	-2.4%

Source: PubChem (National Center for Advancing Translational Sciences (NCATS))

This is a subset (hit frequency here may not be typical).
